Mot1-301 SUMO: blocks SUMOylation pathway, rescuing yeast Mot1-301 growth | S. cerevisiae Mot1-301 growth rescue, ATP luminescence, 38.5C; percent above DMSO median, 100 means doubled | growth rescue, % at 18.8 µM | actives 1% (n = 320,000);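 active = every valid replicate shows activation above 250% relative to neutral control wells; inactive = the rest, any valid replicate at or below 250%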;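 note: OY570 slx delta 5 strain wells were the positive control but not used for scaling; some compounds called inactive have numbers as strong as hits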
PKA-R1A act: activates the PKA-R1A holoenzyme complex; activation, % at 11.4 µM; actives 0.083% (n = 340,000); PKA-R1A dissociation, Cy5-IP20 fluorescence polarization; scaled: DMSO 0%, 113 µM cGMP 100%; P00514+P68181; AID 504707;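 active = percent activation above the mean of all tested compounds plus 3 SD, cut at about 19% in these data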;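 note: higher means more PKAc released from R1A so a rise in polarization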
MITF act: increases MITF-driven TRPM1 promoter luciferase signal; SK-MEL-5 TRPM1-promoter luciferase, 24 h; % of positive control, neutral wells = 0; activation, % at 12.5 µM; actives 0.75% (n = 300,000); AID 588334;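 active = mean activation of at least 80% with every replicate also reaching 80%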;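 note: 0% = neutral control wells and 100% = parthenolide positive control wells; values of inactives mirror those of a sister screen read the other way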
PKA-R2B activ: activates the human PKA-R2B holoenzyme complex; activation, % at 11.4 µM; actives 0.079% (n = 340,000); AID 504700; P22694+P31323; PKA-R2B holoenzyme dissociation, Cy5-IP20 fluorescence polarization; R2B truncated from residue 108, S112A mutant; 0% DMSO only, 100% 113 µM cGMP;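 active = activation above a cutoff set at the mean over all compounds plus 3 SD, cut at about 18% in these data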;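 note: higher means more holoenzyme dissociation and a rise in polarization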
Target sequence (P31323 whole entry, looked up, other chains not shown, the tested form may be a part): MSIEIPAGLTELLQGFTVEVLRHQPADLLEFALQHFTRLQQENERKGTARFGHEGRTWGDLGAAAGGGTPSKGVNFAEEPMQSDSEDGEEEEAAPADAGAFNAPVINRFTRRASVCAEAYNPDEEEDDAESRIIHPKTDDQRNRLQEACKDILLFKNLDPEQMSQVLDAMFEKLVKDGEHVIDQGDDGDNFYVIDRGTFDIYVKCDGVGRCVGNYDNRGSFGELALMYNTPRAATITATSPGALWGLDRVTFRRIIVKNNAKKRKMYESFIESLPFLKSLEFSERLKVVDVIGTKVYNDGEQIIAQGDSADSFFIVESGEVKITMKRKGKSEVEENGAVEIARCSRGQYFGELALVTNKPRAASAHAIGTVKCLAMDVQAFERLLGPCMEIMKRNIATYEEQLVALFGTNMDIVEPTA
CDK5 p35 inh: CDK5/p35 (human) kinase inhibition; Q00535+Q15078; inhibition, % at 10 µM; actives 0.01% (n = 330,000); AID 488839; Recombinant CDK5/p35, ADP-Glo luminescence, 60 min;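 active = highest replicate inhibition of at least 50% and at least 75% of replicates reaching 50%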;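 note: plate controls were DMSO neutral control for no effect and GW8510 at 10 µM for full effect; many of its hits are not listed in these tables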
Target sequence (Q00535 whole entry, looked up): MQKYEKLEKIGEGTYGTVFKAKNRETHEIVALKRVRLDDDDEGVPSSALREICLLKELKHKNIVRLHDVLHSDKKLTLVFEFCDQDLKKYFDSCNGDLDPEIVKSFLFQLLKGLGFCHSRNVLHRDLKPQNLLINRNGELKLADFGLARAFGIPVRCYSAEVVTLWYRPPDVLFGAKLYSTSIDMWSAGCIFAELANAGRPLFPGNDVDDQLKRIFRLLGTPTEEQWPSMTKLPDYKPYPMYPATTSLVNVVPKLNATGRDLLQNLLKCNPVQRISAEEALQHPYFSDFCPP
Target sequence (Q15078 whole entry, looked up): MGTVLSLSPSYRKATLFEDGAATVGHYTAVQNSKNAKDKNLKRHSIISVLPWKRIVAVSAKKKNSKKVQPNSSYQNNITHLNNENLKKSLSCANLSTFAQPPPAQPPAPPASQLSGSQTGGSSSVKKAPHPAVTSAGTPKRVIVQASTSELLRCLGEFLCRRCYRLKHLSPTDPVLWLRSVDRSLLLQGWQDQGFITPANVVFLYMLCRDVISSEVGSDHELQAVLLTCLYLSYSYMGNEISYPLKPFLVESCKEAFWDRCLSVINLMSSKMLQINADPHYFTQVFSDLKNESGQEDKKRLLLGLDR
SR-BI DiI inh: blocks mouse SR-BI lipid uptake from DiI-HDL; Q61009; ldlA[mSR-BI] CHO cells, DiI-HDL uptake fluorescence, 3 h; inhibition, % at 12.5 µM; actives 0.96% (n = 320,000);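 active = mean replicate inhibition of at least 70% and a set share of replicates each scoring 70 or more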;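 note: 0% = median of neutral control wells and 100% = median of positive control wells; values of inactives mirror those of a sister screen read the other way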
NSD2 inh: blocks human histone methyltransferase NSD2. O96028. actives 0.54% (n = 310,000). inhibition, % at 12.5 µM. NSD2 peptide methylation, AlphaScreen, 120 min; in the data active = inhibition above about 50%
dFosB activator: mouse delta FosB homodimer activation; AID 493131; P13346; actives 0.99% (n = 340,000); activation, % at 25 µM; purified delta FosB, TAMRA-CDK5 oligo fluorescence polarization; percent of positive-control signal above neutral wells;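 active = mean activation above about 17%, with every replicate also reaching it, limit read from the data, passing the limit was not always enough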;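 note: fluorescence polarization rise as delta FosB binds a TAMRA Cdk5 AP-1 oligo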
SR-BI uptake up: SR-BI HDL lipid transfer activation. CHO ldlA[mSR-BI] cells, DiI-HDL uptake fluorescence, 3 h; 100 = double the neutral-control signal. activation, % at 12.5 µM. actives 0.096% (n = 320,000);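 active = mean replicate activation of at least 60% and every replicate at or above 60%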;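 note: 0% = median plate neutral-control signal and 100% = twice that signal; values of inactives mirror those of a sister screen read the other way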
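Assay system: LDL receptor-deficient CHO ldlA cells overexpressing murine SR-BI / Medium: BSA-supplemented, HEPES-buffered Ham's F12, pH 7.4 / Probe or stimulus: DiI-labelled HDL at 10 µg/mL final / Timing: compound with DiI-HDL co-incubation, 3 h at 37 °C / Technique: bottom-read cell fluorescence after medium removal, ex 550/em 595 nm / Measure: HDL uptake via cellular fluorescence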
Pemphigus Ab inh: inhibitors of pemphigus antibody binding to human desmoglein-3; DSG3-coupled beads, scFv-anti-DSG3-GFP binding, flow cytometry; hits give low values; binding (percent of control), % at 10 µM; actives 0.48% (n = 310,000); AID 588358;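 active = binding more than 3 SD below its plate's average and above zero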;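 note: hits lower antibody fragment binding to DSG3; some compounds called inactive have numbers as strong as hits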
Arr AP2 block: human beta-arrestin and AP2 interaction inhibition | actives 0.31% (n = 340,000) | inhibition, % at 10 µM | FITC-arrestin peptide / GST-AP2 beads, flow cytometry; AP2 beta2 appendage carries R879A mutation;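 active = inhibition above a set limit, near 3 SD of compounds lacking own fluorescence, cut at about 54% in these data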;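 note: plate controls were DMSO wells for no effect and 5 µM unlabelled arrestin peptide for full effect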
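System: GST-AP2 R879A glutathione beads | Also added: FITC-arrestin peptide, 50 nM | Times: 12 min plus 1 h, RT | Signal: Bead flow cytometry, FITC channel | Buffer or medium: PBS with 0.05% Tween 20 and 0.1% BSA | Read-out basis: Percent drop in bead-associated FITC signal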
* hit, by the source's call; . = not tested or not shown. Random draw from the library; any-hit rate near 4.7%.

SMILES	Mot1-301 SUMO	PKA-R1A act	MITF act	PKA-R2B activ	CDK5 p35 inh	SR-BI DiI inh	NSD2 inh	dFosB activator	SR-BI uptake up	Pemphigus Ab inh	Arr AP2 block
CCC(C(=O)OCC(=O)Nc1cc(Cl)ccc1Cl)c1ccccc1 (configuration not stated)	-7.8	-6.7	-13.3	-11.0	-0.2	5.6	-2.7	1.9	-5.6	99.4	9.0
Cc1ccc(C)c(NC(=S)NC(C)C(c2ccccc2)N2CCN(C)CC2)c1 (configuration not stated)	271.7	2.4	-4.1	-0.7	-0.1	-19.8	8.7	-7.9	19.7	.	11.8
COc1ccc(/C=N/OCC(=O)NC(c2ccccc2)c2ccccc2)c(OC)c1	4.4	0.7	2.7	2.4	0.4	0.5	1.7	-1.3	-0.5	120.5	7.4
O=C(NCc1ccc2c(c1)OCO2)C1CCC(CNc2c(N3CCCCC3)c(=O)c2=O)CC1 (configuration not stated)	-6.3	-5.8	-2.4	-2.9	1.4	.	.	4.6	.	102.5	-4.0
COc1ccccc1NS(=O)(=O)c1ccc2ccccc2c1	-7.2	-2.3	-3.9	-7.6	0.5	13.0	-10.9	2.8	-13.0	98.5	-1.7
O=C(c1cc2c(=O)n3ccccc3nc2s1)N1CCN(c2cccc(Cl)c2)CC1	312.4	-6.5	-3.6	-8.0	0.6	-8.6	-1.8	-4.0	8.6	104.4	19.1
O=C(c1ccccc1F)N(Cc1ccc(F)cc1)C1CCS(=O)(=O)C1 (configuration not stated)	-5.2	-8.2	5.3	-4.6	0.8	7.6	1.8	-7.7	-7.6	105.2	0.3
O=C(NCCc1ccc([N+](=O)[O-])cc1)c1ccccc1	-15.5	12.2	16.0	0.8	1.3	-50.3	-2.1	-5.4	50.3	102.0	-12.4
O=C(COC(=O)c1cccc([N+](=O)[O-])c1)NCc1cccs1	8.3	-1.2	-3.3	-10.2	0.4	-33.2	-1.9	4.5	33.2	96.8	4.0
O=C(NCc1cccs1)C1CCN(S(=O)(=O)c2ccccc2F)CC1	400.1	-10.5	14.2	1.4	0.5	.	-0.7	-5.7	.	102.7	4.4
Cc1cc(C)c(S(=O)(=O)Nc2cccnc2)c(C)c1	44.3	11.9	18.9	9.0	-0.7	-31.3	1.5	3.6	31.3	109.5	5.4
O=C(Nc1ccccc1)c1nc[nH]c1C(=O)NCc1ccccc1	-2.5	2.4	.	-8.1	-0.6	-1.2	.	-4.0	1.2	106.3	24.2
COc1ccc(C(=O)NN)cc1COc1ccc(Br)cc1	-35.7	-8.0	-14.2	-1.7	-1.9	97.4*	-0.9	-12.5	-97.4	102.3	-2.2
CCOc1ccccc1N1CC(C(=O)N(CC)CC(=O)Nc2ccc3c(c2)OCCO3)CC1=O (configuration not stated)	9.6	-2.6	5.8	-4.2	-0.1	-3.2	-0.7	-4.0	3.2	108.4	2.2
C#Cc1ccc([C@@H]2C=C(C(=O)NCc3ccccc3)O[C@H](OCC)[C@H]2CCCO)cc1	4.9	-2.1	12.7	0.9	-0.2	17.6	.	-8.9	-17.6	107.5	3.9
COc1ccccc1N1CCN(C(=O)c2cc(-c3ccc(F)cc3)[nH]c2C)CC1	-11.0	5.3	6.5	-12.7	-0.9	46.9	1.5	-10.8	-46.9	91.2	-5.7
O=C1C(C=NCc2cccnc2)=C(O)c2ccccc21	.	0.5	14.3	15.1	2.3	-22.9	0.1	-2.8	22.9	98.3	-8.6
COCCNC(=O)Nc1ccc2c(c1)N(C)C(=O)c1ccccc1S2	17.4	7.7	-14.9	-4.2	-1.7	-13.3	-0.6	-2.6	13.3	103.4	46.1
O=S1(=O)CCN2N=C(C3CC3)SC2=N1	1.6	-4.1	-6.3	-6.8	-0.7	-12.5	-1.7	2.9	12.5	98.2	8.0
CC(=O)c1ccc(N2C(=NC(=O)C3CCCCC3)SC3CS(=O)(=O)CC32)cc1 (configuration not stated)	-14.0	-11.5	-2.7	-6.2	1.0	-4.4	3.0	-9.1	4.4	.	3.6
Cc1c(NC(=O)CSCc2ccc(Cl)cc2Cl)cccc1C(=O)O	-4.6	4.7	-5.1	-4.9	0.7	-16.7	-2.7	-0.9	16.7	85.1	-7.8
O=C(O)c1ccc(CSc2nc3ccccc3[nH]2)cc1	-0.3	-3.2	6.1	-11.4	-5.1	-2.8	-1.3	4.0	2.8	124.2	7.0
Cc1cc(=O)oc2c(C)c3occc3cc12	-15.6	-2.4	16.9	-10.3	0.0	20.1	3.4	-10.8	-20.1	93.0	15.2
CC(Oc1ccccc1)C(=O)Nc1c2c(nn1-c1ccccc1)CS(=O)C2 (configuration not stated)	-14.2	0.8	-10.9	-5.2	1.2	-24.2	-3.1	0.7	24.2	103.9	4.7
Cc1cccc(N=C2Sc3nc4c(C)c(C)ccc4cc3CN2CCN2CCOCC2)c1	-10.9	-2.3	4.2	1.6	0.5	0.5	-0.5	-13.1	-0.5	96.2	8.2

Whole records, quoted from the list. Order of values: Mot1-301 SUMO	PKA-R1A act	MITF act	PKA-R2B activ	CDK5 p35 inh	SR-BI DiI inh	NSD2 inh	dFosB activator	SR-BI uptake up	Pemphigus Ab inh	Arr AP2 block
CC(Oc1ccccc1)C(=O)Nc1c2c(nn1-c1ccccc1)CS(=O)C2 (configuration not stated) is listed with -14.2	0.8	-10.9	-5.2	1.2	-24.2	-3.1	0.7	24.2	103.9	4.7
Cc1c(NC(=O)CSCc2ccc(Cl)cc2Cl)cccc1C(=O)O is listed with -4.6	4.7	-5.1	-4.9	0.7	-16.7	-2.7	-0.9	16.7	85.1	-7.8
O=C(NCc1cccs1)C1CCN(S(=O)(=O)c2ccccc2F)CC1 is listed with 400.1	-10.5	14.2	1.4	0.5	.	-0.7	-5.7	.	102.7	4.4
CCOc1ccccc1N1CC(C(=O)N(CC)CC(=O)Nc2ccc3c(c2)OCCO3)CC1=O (configuration not stated) is listed with 9.6	-2.6	5.8	-4.2	-0.1	-3.2	-0.7	-4.0	3.2	108.4	2.2
Cc1cc(=O)oc2c(C)c3occc3cc12 is listed with -15.6	-2.4	16.9	-10.3	0.0	20.1	3.4	-10.8	-20.1	93.0	15.2

Next part:
SMILES	Mot1-301 SUMO	PKA-R1A act	MITF act	PKA-R2B activ	CDK5 p35 inh	SR-BI DiI inh	NSD2 inh	dFosB activator	SR-BI uptake up	Pemphigus Ab inh	Arr AP2 block
CCOC(=O)C1CCN(C(=O)C(C)Sc2ccc(Cl)cc2)CC1 (configuration not stated)	-18.9	4.3	-1.5	-11.4	0.7	0.6	-4.0	-5.7	-0.6	103.3	-1.2
Cc1ccccc1/C=N/N=C1/NC(=O)CCS1	-10.4	-10.6	.	-1.9	0.6	3.2	1.0	-2.9	-3.2	.	-4.0
CC(=O)Nc1ccc(C(=O)n2nc(C)cc2C)cc1	10.8	0.3	-9.8	5.4	-0.9	6.9	-0.4	-1.4	-6.9	108.1	-0.1
O=C(COc1ccc(S(=O)(=O)NC2CCCCC2)cc1)N1CCN(c2cccc(Cl)c2)CC1	.	-4.5	-13.6	-7.9	-0.8	65.9	1.3	-10.0	-65.9	100.4	1.4
CC(C)CNC(=S)NC1CC2CCCC(C1)N2Cc1ccco1 (configuration not stated)	54.5	-1.6	3.1	-4.3	-0.9	5.7	2.5	4.2	-5.7	115.0	14.0
O=C(CSc1nnnn1-c1ccccc1Cl)Nc1ccc2c(c1)OCCO2	3.8	-8.7	-16.3	-1.3	2.9	-9.1	.	0.7	9.1	110.1	1.9
Cc1cc(S(=O)(=O)NCC2CCCO2)c(C)cc1Br (configuration not stated)	8.1	-2.6	.	6.3	-1.9	-18.5	-1.1	-1.5	18.5	93.1	-3.8
CCOC(=O)C1CCN(S(=O)(=O)c2ccc(OC)c(C(=O)N3CCCCC3)c2)CC1	2.8	-1.9	.	7.9	-1.5	.	-2.1	1.5	.	103.1	15.2
CCCOc1ccccc1/C=C1/C(=O)ON=C1C	-0.9	-6.9	-48.3	4.1	1.1	-22.7	0.7	-0.2	22.7	91.0	-10.1
CCOC(=O)C1CCN(C(=O)CN(c2ccc(OC)c(OC)c2)S(=O)(=O)c2ccccc2)CC1	-8.0	-3.6	0.6	-5.1	0.0	-13.4	-0.1	4.0	13.4	103.3	-3.3
CCNC(=O)Cn1cc(C(F)(F)F)cc(Cl)c1=O	8.0	-8.4	6.9	5.9	1.2	.	-1.2	0.8	.	90.0	-0.8
NS(=O)(=O)c1ccc(CCNC(=O)c2ccccc2F)cc1	-4.0	-9.6	-9.3	-10.0	5.9	-11.1	0.3	0.7	11.1	104.5	11.0
COc1ccc(N)cc1C#N	2.9	7.1	8.9	-2.0	-0.5	-20.4	.	-10.5	20.4	102.8	-5.5
CC1(C2CC2)NC(=O)N(CC(=O)N2CCN(S(=O)(=O)c3ccc(F)c(F)c3)CC2)C1=O (configuration not stated)	8.2	-6.6	13.3	-13.7	-1.4	-11.0	0.3	1.0	11.0	.	-7.2
CCOc1cc(N2CCOCC2)c(OCC)cc1NC(=O)C1=COCCO1	.	1.5	-1.9	-6.8	-0.2	-3.0	2.0	5.5	3.0	104.5	-7.3
Cc1ccc(NC(=O)C2=C(O)CCn3c2nc2ccccc23)cc1	55.2	5.3	9.2	-7.6	-1.1	14.2	2.7	-9.7	-14.2	99.8	-2.2
CCc1ccc(CNC(=O)C2CCCN(c3nnc(C)c4c(C)n(-c5ccccc5)nc34)C2)cc1 (configuration not stated)	3.2	-4.8	-65.4	-5.7	1.4	31.9	2.0	30.9*	-31.9	.	-16.6
COc1cccc(C(=O)NCCCNC(=O)c2cccnc2)c1	-5.9	0.0	5.5	-10.2	-0.3	-6.3	4.3	-3.9	6.3	104.6	22.1
Cc1ccc(NC(=O)COC(=O)C2CC3CCCC(C2)C3=O)c([N+](=O)[O-])c1 (configuration not stated)	-5.5	0.8	10.6	-17.9	1.7	-20.4	0.8	-1.1	20.4	100.3	12.9
CCOC(=O)c1c(C)[nH]c(C(=O)OCC(=O)c2ccc3c(c2)NC(=O)CO3)c1C	.	-3.8	2.0	1.9	-0.5	12.6	-0.8	4.0	-12.6	103.4	18.2

Source: PubChem BioAssay (several laboratories)
